# Compound activity deposited in PubChem BioAssay by National Center for Advancing Translational Sciences (NCATS).
# Nrf2 activator – activates Nrf2 signaling | AREc32 ARE-luciferase reporter (MCF7-derived line), luminescence, 24 h | Potency, µM (doses to about 46.1 µM), without a hit: at the top dose activation, usual class: activators | 410,000 compounds, 0.31% hits | AID 624171; also: potency is read from the fitted curve at half-maximal effect; % of control where 0% means no effect; nearly all actives have a fitted effect of over 65% in size
#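 Quantitative high-throughput format: AREc32 reporter cells, 1000 per well, received compound by pin transfer and were incubated 24 hr at 37 deg C, 5% CO2, before Steady-Glo luminescence detection.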
# MmCpn inh – M. maripaludis TRiC chaperonin inhibition. purified Mm-Cpn ATPase, ADP Transcreener TR-FRET. Potency, µM (titrated, usually from 76.9 µM), inactives show at the highest dose activity, negative = inhibition, usual class: inhibitors. 330,000 compounds, 0.031% hits; also: potency is read from the fitted curve at half-maximal effect; % is scaled to controls: 0 for no effect and ±100 for the full control effect; nearly all actives have a fitted effect of over 80% in size
#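 TR-FRET (320 nm excitation; 590 and 665 nm emission) reports ADP made from 10 uM ATP by 25 nM enzyme; compounds were preincubated 10 min, reaction run 30 min, both at 37°C.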
# CCT modulator – changes cytosolic chaperonin activity; purified chaperonin ATPase assay, HTRF ADP detection, 30 min; activity change, % (no concentration beside the values), hits read low; 360,000 compounds, 0.3% hits; AID 651819; in the data active = activity change below about -30%; also: % is scaled to controls: 0 for no effect and ±100 for the full control effect
#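 Enzyme 40 or 20 nM (batch-dependent) in Tris pH 7.4/KCl/MgCl2/DTT; cpd 76 uM single point; ATP 10 uM; 30 min 37 °C; Transcreener ADP HTRF detection, 30 min RT; ratio 665/615.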
# HepG2 tox – kills HepG2 cells in TGF-b inhibitor counter-screen. HepG2 CAGA-GFP viability, ATP luminescence, 18 h. Potency, µM (top dose mostly 46.1 µM), without a hit: top-dose activity change, negative = cytotoxicity, most hits filed as cytotoxic. 410,000 compounds, 0.76% hits; also: potency is read from the fitted curve at half-maximal effect; some results filed as inactive show a strong effect at the top dose
#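 HepG2 CAGA-GFP cells (1000/well, DMEM with 1% FBS) received compound, then TGF-beta at 500 pg/mL final, and were incubated 18 hours at 37 degrees C. Viability was read by CellTiter-Glo luminescence. Media-only wells were set as complete cell-killing and DMSO as no toxicity.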
# Akt phos inh – Akt phosphorylation inhibition | Neuro2A IGF-stimulated pAkt S473 HTRF, 20 min; active compounds read low | activity change, % for hits at 50 µM | 360,000 compounds, 0.32% hits | AID 651550; in the data active = activity change below about -80%; inconclusive = mostly about -51% to -80%; also: % is scaled to controls: 0 for no effect and ±100 for the full control effect
#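 Neuro2A cells (4,500/well, DMEM with 0.5% FBS) were treated with compound at a single 50 µM final concentration, stimulated with 6 nM IGF for 20 min at 37 °C, and lysed. Phospho-Akt Ser473 was read by HTRF as 665/615 ratio ×10^4.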
# Nrf2 block – inhibitors of Nrf2 signaling; Potency, µM (top dose mostly 46 µM), for the others: at the highest dose activity change, negative = inhibition, hits mostly inhibitors; A549 ARE-Fluc reporter, luciferase luminescence, 18-24 h; AID 504444; 360,000 compounds, 2.1% hits; also: potency is read from the fitted curve at half-maximal effect; % is scaled to controls: 0 for no effect and ±100 for the full control effect; nearly all actives have a fitted effect of over 60% in size
#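 Two sequential reads on A549 ARE_Fluc cells exposed to compound for 18-24 h: a CellTiter-Fluor fluorescence read for viability, then a luciferase luminescence read for Nrf2/ARE activity.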
# ATXN viability – reduces viability in counter-screen for ATXN expression inhibitors; S2 cells (HEK-293 line with an ATXN2-luciferase reporter) viability, CellTiter-Fluor protease fluorescence, 24 h; Potency, µM (doses to about 56.7 µM), hits mostly cytotoxic; 400,000 compounds, 0.49% hits; also: potency is read from the fitted curve at half-maximal effect; nearly all actives have a fitted effect of over 40% in size
# TGFb inhibitor – inhibitors of TGF-b signaling | 410,000 compounds, 1.2% hits | AID 588855 | HepG2 CAGA-GFP TGF-b/SMAD3 reporter, GFP fluorescence, 18 h; TGF-beta stimulated, 500 pg/mL final | Potency, µM (top dose mostly 46.1 µM), without a hit: at the top dose activity, negative = inhibition, most hits filed as inhibitors; also: potency is read from the fitted curve at half-maximal effect; % is scaled to controls: 0 for no effect and ±100 for the full control effect; nearly all actives have a fitted effect of over 65% in size
#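 Read-out: total well GFP (ex488/em500-530) summed from mean per-cell fluorescence. Cells: HEPG2 CAGA-GFP, 1% FBS DMEM, 18 h at 37 degrees C with 500 pg/mL final TGF-beta. Unstimulated wells served as the full-inhibition control; stimulated DMSO wells = 0%.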
# A549 viability – A549 cytotoxicity, counter-screen for Nrf2 inhibitors | 390,000 compounds, 0.16% hits | A549 ARE-Fluc cells, CellTiter-Fluor viability, 18-24 h | Potency, µM (highest dose often 46 µM), for inactives: at the top dose activity change, negative = cytotoxicity, usual class: inhibitors | AID 504648; also: potency is read from the fitted curve at half-maximal effect; % is scaled to controls: 0 for no effect and ±100 for the full control effect
#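 A549 ARE-Fluc cells in 5% FBS OPTI-MEM, 5000 cells/well, rested 2 h then exposed to compounds in concentration-response for 18-24 h at 37 °C. Viability by CellTiter-Fluor fluorescence (Ex 405/Em 525) after 30 min; luciferase luminescence (BugLite, 15 min, RT) read afterwards.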
# Starred values were filed as active, the others as inactive; i = inactive; u = inconclusive; x = no result given; & = joins results of further samples; [ ] = dose if it differs, or a comment. Unless noted, calls follow the shape of the dose curve; as a rule, active = well fitted curve in the direction sought with a large enough effect; inconclusive = small, poorly fitted or top-dose-only effect, or another doubt; inactive = no such curve, though single readings can be large; an effect the other way counts as inactive or inconclusive. An unsorted share of the library; 4.4% or so of the library scored in one or more.
SMILES,Nrf2 activator,MmCpn inh,CCT modulator,HepG2 tox,Akt phos inh,Nrf2 block,ATXN viability,TGFb inhibitor,A549 viability
CCC1CCCCN1C(=O)c1ccccc1OC1CCN(S(C)(=O)=O)CC1 (stereo not drawn),0.2%,3%,0.4,-13%,i,20%,i,4%,2%
CCCSc1ccc([C@H]2N[C@@](C)(C(=O)OC)[C@H]3C(=O)N(CC)C(=O)[C@@H]23)cc1,2.7%,4%,-3.3,6%,i,-4%,i,-5%,1%
Cc1ccnc(NS(=O)(=O)c2ccc(CC(C)C)cc2)c1,-0.4%,1%,-4.1,-7%,x,-14%,i,9%,-12%
CC(C)n1c(C(F)(F)F)nc2cc(C(=O)N3CCCCC3)ccc21,-0.4%,0%,-1.5,18%,i,6%,i,-12%,-6%
CC(C)Cn1c(N)c(C(=O)CSc2nccn2C)c(=O)n(C)c1=O,0.0%,-1%,-0.9,-15%,i,-9%,i,-3%,2%
CCN(CC)CCOc1ccccc1OC,-0.5%,-3%,1.9,0%,i,1%,u,-3%,-1%
O=C(NCCc1ccc(Cl)cc1)C1CCC(=O)N1C1CCCC1 (stereo not drawn),-0.7%,-2%,0.3,-6%,i,-14%,i,-5%,1%
Cc1cc(NC(=O)c2cccs2)ccc1NC(=O)Cc1ccccc1,-0.9%,2%,-0.4,-2%,i,-16%,i,-7%,-15%
Cc1ccc(CSc2nnc(-c3cccnc3)o2)cc1,2.8%,0%,-16,-2%,i,2%,i,0%,11%
O=C(NC1CC1)C1CCCN(C(=O)Nc2ccc(F)cc2)C1 (stereo not drawn),-0.6%,1%,0.3,-6%,i,5%,i,-5%,2%
CC(/C=C1\SC(=S)N(CCCC(=O)Nc2ccc(C(=O)O)c(O)c2)C1=O)=C\c1ccccc1,7.8%,3%,-0.5,-38%,i,7%,i,-9%,-29%
Cc1cc(NC(=O)CCCC(=O)N(c2ccccc2)C(C(=O)NC2CCCCC2)c2cccs2)no1 (stereo not drawn),-0.7%,1%,-0.1,-3%,i,0%,i,-15%,1%
Cc1cc(=O)oc(C)c1C(=O)NCc1cccnc1,0.4%,2%,-1.3,-3%,i,x,i,39%[activator],-1%
O=C(CNC(=O)N1CC(=O)Nc2ccccc21)Nc1ccc(F)c(Cl)c1,2.9%,1%,2.5,0%,i,2%,i,7%,4%
COc1ccc(N(CC(=O)Nc2cc(OC)cc(OC)c2)S(=O)(=O)c2c(C)n[nH]c2C)cc1,0.5%,3%,2.6,-6%,i,u,i,-8%,4%
Cc1cc(SCc2ccccc2C)nc(=O)[nH]1,2.3%,-3%,-0.1,-6%,x,-23%,i,-7%,8%
CC(C)C1Oc2cc3oc(=O)ccc3cc2C1=O (stereo not drawn),2.0%,2%,-2.3,-15%,i,-1%,i,2%,4%
CCOCCCN(C(=O)c1snc(C(N)=O)c1N)C(C(=O)NCCC(C)C)c1ccc(Cl)cc1 (stereo not drawn),-0.2%,0%,0.3,-5%,i,-14%,i,1%,-4%
O=C(O)/C(=C\c1ccco1)NC(=O)c1ccccc1,-0.6%,-1%,0.8,15%,i,-9%,i,-10%,-8%
Cc1cc(C)c(C)c(S(=O)(=O)ON2C(=O)c3ccccc3C2=O)c1C,3.4%,-1%,-0.8,9%,i,2%,u,u,-9%
CSc1ncccc1C(=O)NCc1nnc2ccccn12,-0.5%,-4%,0.9,2%,i,-7%,i,0%,7%
O=C1OCCN1C(=O)[C@H]1[C@H](c2ccc(F)cc2)C(c2ccccc2)=NN1c1ccccc1,4.2%,u,-17,-69%,i,-11%,x,u,11%
O=C(CN(Cc1ccco1)C(=O)c1cccc(Cl)c1)Nc1c(Cl)cc(Cl)cc1Cl,-0.2%,1%,0.4,-33%,i,-11%,i,-25%,-4%
COC(=O)Cn1cnc(C(=O)Nc2ccc(C)c(C)c2)n1,0.4%,0%,0.2,-4%,i,-5%,i,u,-7%
O=C(c1sc2cccc(F)c2c1Cl)N1CCN(c2ncccn2)CC1,-0.5%,-2%,-3.8,-22%,i,1%,i,3%,0%

# Whole records from above. Order of screens: Nrf2 activator, MmCpn inh, CCT modulator, HepG2 tox, Akt phos inh, Nrf2 block, ATXN viability, TGFb inhibitor, A549 viability
# CCCSc1ccc([C@H]2N[C@@](C)(C(=O)OC)[C@H]3C(=O)N(CC)C(=O)[C@@H]23)cc1 reads 2.7%, 4%, -3.3, 6%, i, -4%, i, -5%, 1%
# O=C(NCCc1ccc(Cl)cc1)C1CCC(=O)N1C1CCCC1 (stereo not drawn) reads -0.7%, -2%, 0.3, -6%, i, -14%, i, -5%, 1%
# Cc1cc(NC(=O)CCCC(=O)N(c2ccccc2)C(C(=O)NC2CCCCC2)c2cccs2)no1 (stereo not drawn) reads -0.7%, 1%, -0.1, -3%, i, 0%, i, -15%, 1%
# O=C(O)/C(=C\c1ccco1)NC(=O)c1ccccc1 reads -0.6%, -1%, 0.8, 15%, i, -9%, i, -10%, -8%
# O=C(CN(Cc1ccco1)C(=O)c1cccc(Cl)c1)Nc1c(Cl)cc(Cl)cc1Cl reads -0.2%, 1%, 0.4, -33%, i, -11%, i, -25%, -4%

# The list continues.
SMILES,Nrf2 activator,MmCpn inh,CCT modulator,HepG2 tox,Akt phos inh,Nrf2 block,ATXN viability,TGFb inhibitor,A549 viability
O=Cc1cc(N=Nc2cccc(C(=O)O)c2)ccc1O,0.3%,0%,-1.9,-43%,i,u,i,-14%,-13%
CC(N=Cc1c(O)c2ccccc2oc1=O)C(=O)O (stereo not drawn),-0.1%[9.22 µM],-1%,2.2,2%,i,u,i,-13%,-9%
O=C1CCc2cc(S(=O)(=O)Nc3cccc(Cl)c3)ccc2N1,0.4%,x,x,-16%,x,-20%,i,11%,-4%
COc1ccc(N2CCN(C(=O)CNC(=O)c3ccccc3Cl)CC2)cc1,0.3%,0%,-0.8,2%,i,-13%,i,0%,1%
O=C(CCS(=O)(=O)c1nc(-c2ccc3c(c2)OCO3)cc(C(F)(F)F)n1)Nc1ccccc1F,u,x,x,-66%,x,-5%[9.27 µM],x,u,8%
COc1cc(NC(=O)NCCN2CCN(c3ccccc3)CC2)cc(OC)c1OC,0.0%&0.8%,1%,-2.7,-2%&-24%,i,11%&7%,i,3%,6%&1%
CNC(=O)CSc1nc2cccnc2n1-c1ccc(F)cc1,-0.6%,u,-4.3,-9%,i,-5%,i,2%,-7%
C1CCc2c(c(N3CCOCC3)nc3sc4c(N5CCOCC5)nnnc4c23)C1,-0.6%,x,-5.7,-21%,i,3%,i,4%,7%
O=C(c1ccc([N+](=O)[O-])o1)N1CCc2ccccc21,u,-4%,-1.2,-36%,i,1%,i,-22%,-7%
Cc1cn(CC(=O)N[C@H](C)c2cccc3ccccc23)c(=O)[nH]c1=O,-0.8%,x,0.9,2%,i,-37%,i,11%,-8%
Cc1ccc(CNC(=O)C2(S(=O)(=O)c3ccc(C)cc3)CC2)cc1,-0.2%,-1%,-0.6,-1%,i,21%,i,17%,-3%
Cc1ccc(C)n1-c1nc(=S)[nH][nH]1,-0.7%,4%,-5.2,-3%,i,7%,i,-6%,-4%
O=C(Cn1cc(C(=O)C2CC2)c2ccccc21)Nc1ccccc1Cl,0.4%,-1%,2.0,-39%,i,13%,i,-5%,-13%
O=C1CS/C(=C\[N+](=O)[O-])N1c1ccc(OC(F)(F)F)cc1,4.2%,0%,-3.8,-13%,i,-7%,i,-9%,-5%
COc1cc(NS(=O)(=O)c2ccc3[nH]c4c(c3c2)CCCC4)cc(OC)c1OC,2.4%,x,x,-45%,x,u,u,u,-27%
COc1cc(-c2noc(C)c2C(=O)NCc2ccc(C)o2)cc(OC)c1OC,0.3%,-2%,-1.1,1%,i,12%,i,3%,-5%
COc1cccc2cc(-c3nnc(Nc4c(F)cccc4F)s3)c(=O)oc12,14%,x,x,4%,x,x,i,2%,1%
CCCCNc1c(-c2ccc(SC3CCCCC3)cc2)nc2ccccn12,-0.8%&4.3%,-5%,1.4&0.6,-47%,i,-24%,u,u,-11%
COC(=O)c1ccc(COC(=O)CNC(=O)CNC(=O)c2ccc(C)cc2)cc1,-0.6%,-3%,0.0,-23%,i,9%,i,-13%,-8%
O=C1NCC(c2ccccc2)C1C(=O)N/N=C\c1ccc(-c2cccc(Cl)c2Cl)o1 (stereo not drawn),4.2%,-2%,0.3,-77%,i,u,i,u,-30%
O=C(CNC(=O)COc1ccccc1)NCc1cccnc1,0.0%,1%,-41*,2%,i,9%,i,8%,6%
CC1=C(C/C=C(\C)CCC[C@H](C)CCC[C@H](C)CCCC(C)C)C(=O)c2ccccc2C1=O,3.5%,x,-1.4,-3%,i,-1%,i,0%,-3%
CC1CCN(C(=O)c2ccc3c(c2)C(=O)c2ccccc2-3)CC1,0.1%,x,-1.9,1%,i,x,x,-5%,x
CC(C)(C)NC(=O)c1ccc(COc2ccccc2Br)o1,2.2%,0%,-2.3,-27%,i,5%,i,-23%,3%
O=S(=O)(c1cccc2nsnc12)N1CCN(c2ncccn2)CC1,1.7%,0%,-1.1,1%,i,-4%,i,-6%,-1%
Oc1ccccc1CNc1ccc(Br)cn1,-2.8%,1%,-0.2,2%,i,22%,i,-18%,-15%
CSc1ccc(-c2nc(O)c3cnccn23)cc1,0.3%,-6%,1.0,6%,i,23%,u,0%,-3%
COc1ccc(NC(=O)c2ccc(NCC3CCCO3)c([N+](=O)[O-])c2)cc1 (stereo not drawn),-0.9%,-3%,-2.3,-24%,i,-10%,i,-11%,-11%
O=C(Cc1cn2ccsc2n1)Nc1ccccc1Oc1ccccc1,0.3%,-2%,-2.9,-36%,i,-6%,i,0%,-12%
